Screening results as filed in PubChem BioAssay.
DDE Tn6 FP inh = disrupts Tn6 cyclic peptide binding to fibrin D-Dimer-E complex. Fibrin DD(E) TRITC-Tn6 fluorescence polarization displacement. 370,000 compounds, 0.21% hits. inhibition, % at 8.3 µM;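 active means inhibition above a per-campaign cutoff: mean of compounds within control limits plus 3 SD, cut at about 15% in these data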;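 further: 0% = median of all compound wells on the plate and 100% = blocking peptide control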
KLK7 zymogen act = proKLK7 (human) activation, primary screen. AID 652039. 370,000 compounds, 0.9% hits. activation, % at 7 µM. purified proKLK7, EDANS-DABCYL substrate fluorescence; 100% is mature enzyme control, 0% vehicle. P49862;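 active means activation above the mean of all tested compounds plus 3 SD, computed per campaign excluding outliers beyond control limits, cut at about 13% in these data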
Tn7 DDE FP = disrupts Tn7 cyclic peptide binding to fibrin D-Dimer-E complex; P02675; FP displacement of FITC-Tn7 peptide from fibrin DD(E); 0% = median of compound wells per plate; inhibition, % at 8.3 µM; 370,000 compounds, 0.13% hits;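 active means inhibition above the mean of compounds falling within the control limits plus 3 SD of them, cut at about 14% in these data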;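 further: 0% = plate median of compound wells and 100% = 10 µM Aha-Tn7 peptide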
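System: human fibrin DD(E); quantity: Fibrin-DD(E) at 2 µM final; also added: fluorescent Tn7 probe at 0.1 µM; compound dosing: single nominal test concentration of 8.3 µM per compound; schedule: 10 min preincubation, 3 h with tracer, room temperature; detection: fluorescence polarization of the labelled Tn7 tracer; repeats: one replicate per compound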
ASAP1 inh = inhibitors of human ASAP1 ArfGAP activity | ASAP1-stimulated ARF1 GTP hydrolysis, GDP FP detection | inhibition, % at 16.5 µM | 360,000 compounds, 0.19% hits | Q9ULH1; in the data active means inhibition above about 25%;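 further: 0% = vehicle with enzyme and substrate and 100% = no enzyme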
PLCg1 inh = blocks human PLC-gamma1 enzyme activity. P19174. purified PLC-gamma1, fluorogenic substrate, fluorescence. inhibition, % at 12.2 µM. 370,000 compounds, 0.84% hits. AID 720700; in the data active means inhibition above about 9.5%
MBD2 DNA inh = blocks human MBD2 binding to methylated DNA; Q9UBB5; TR-FRET, MBD2 binding to methylated oligonucleotide; inhibition, % at 4.4 µM; 370,000 compounds, 0.31% hits; AID 686964; in the data active means inhibition above about 13%
ADAM17 inh = inhibits human ADAM17. P78536. recombinant ADAM17, EDANS/DABCYL FRET peptide cleavage. inhibition, % at 6.95 µM. 370,000 compounds, 0.83% hits. AID 720648;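 active means inhibition above the mean of compounds lying between control limits plus 3 SD, set per campaign, cut at about 8.5% in these data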;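 further: 0% = DMSO-only wells as the low control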
Target sequence (P78536 215-824 limits assumed): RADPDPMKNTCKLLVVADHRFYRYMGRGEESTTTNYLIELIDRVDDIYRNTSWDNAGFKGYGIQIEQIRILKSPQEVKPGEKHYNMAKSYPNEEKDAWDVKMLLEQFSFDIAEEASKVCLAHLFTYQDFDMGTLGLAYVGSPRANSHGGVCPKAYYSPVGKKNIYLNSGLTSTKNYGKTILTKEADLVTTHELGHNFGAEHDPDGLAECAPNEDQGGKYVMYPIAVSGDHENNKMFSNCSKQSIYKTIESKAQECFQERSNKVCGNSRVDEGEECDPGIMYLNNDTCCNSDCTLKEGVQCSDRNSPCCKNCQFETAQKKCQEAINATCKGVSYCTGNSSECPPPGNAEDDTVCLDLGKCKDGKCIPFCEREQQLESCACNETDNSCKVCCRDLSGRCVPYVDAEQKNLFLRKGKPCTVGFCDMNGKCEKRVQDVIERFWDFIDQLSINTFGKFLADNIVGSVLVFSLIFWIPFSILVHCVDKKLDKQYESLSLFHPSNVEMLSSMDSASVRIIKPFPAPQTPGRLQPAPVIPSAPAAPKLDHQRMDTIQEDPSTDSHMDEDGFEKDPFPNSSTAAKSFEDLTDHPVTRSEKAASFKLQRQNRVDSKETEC
PLC-beta3 inh = inhibitors of human phospholipase C beta3; Q01970; Purified PLC-beta3, fluorogenic substrate, fluorescence; inhibition, % at 12.2 µM; 370,000 compounds, 0.18% hits; AID 720704; in the data active means inhibition above about 11%;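 further: 0% = median of compound wells on plate and 100% = full blocker control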
ARFGAP1 inhibitor = inhibits rat ARF GTPase activating protein 1; Q62848; Arfgap1-stimulated ARF1 GTP hydrolysis, GDP FP detection; inhibition, % at 16.5 µM; 360,000 compounds, 0.26% hits;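 active means inhibition above a per-plate limit, mean inhibition of low control wells plus 3 SD, cut at about 25% in these data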;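 further: 0% = DMSO wells with enzyme and 100% = wells lacking Arfgap1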
Target sequence (Q62848 1-136 limits assumed): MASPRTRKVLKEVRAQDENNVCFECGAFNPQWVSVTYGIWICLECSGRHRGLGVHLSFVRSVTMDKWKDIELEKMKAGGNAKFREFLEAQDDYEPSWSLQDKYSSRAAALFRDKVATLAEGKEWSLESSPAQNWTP
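Replicates: Single well per compound | Assay system: Truncated rat Arfgap1 GAP domain | Control set: No-Arfgap1 wells (100%) versus DMSO full-reaction wells (0%) | Times: Enzyme reaction 120 min at 25 °C after 20 min preincubation | Reagent: Human ARF1(Δ1-17)-GTP substrate | Measured by: Tracer-displacement fluorescence polarization with EDTA stop, 620/688 nm | Measure: Percent inhibition of Arfgap1-stimulated GTP hydrolysis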
UHRF1 binding = blocks human UHRF1 binding to methylated DNA | Q96T88 | UHRF1 binding to methylated oligo, TR-FRET | inhibition, % at 4.4 µM | 370,000 compounds, 0.75% hits | AID 687016; in the data active means inhibition above about 21%;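 further: UHRF1 SRA domain binding a hemimethylated CpG hairpin DNA probe; 0% = median of test compound wells and 100% = reference inhibitor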
* marks the source's active call; other numbers are inactive results; i = inactive; · = not tested or not shown.

DDE Tn6 FP inh	KLK7 zymogen act	Tn7 DDE FP	ASAP1 inh	PLCg1 inh	MBD2 DNA inh	ADAM17 inh	PLC-beta3 inh	ARFGAP1 inhibitor	UHRF1 binding	SMILES
3	2.4	-3	2	-68	-1	-14	-89	1	2	COC(=O)CCC(=O)OC1(C)C(=O)C2=CN(Cc3ccccc3)C(c3ccc(OC)cc3)=CC2=C(Br)C1=O (configuration not stated)
-1	-0.5	4	4	2	6	-1	1	9	2	CSc1cccc(NC(=O)CN(C)S(=O)(=O)c2ccc(C)cc2)c1
-5	0.3	-4	·	0	7	-1	1	·	0	Cc1ccsc1C=Nn1c(-c2n[nH]c3c2CCC3)n[nH]c1=S
4	-0.7	2	-10	-1	0	0	-2	10	-7	COc1ccc2c(Cl)c(-c3nnco3)sc2c1
-9	0.3	2	8	1	7	-2	-5	-8	3	CC(C)NC(=O)N1CCC(c2nc3ccccc3s2)CC1
-6	-0.7	7	-2	-3	7	-5	-2	10	5	CCOC(=O)N1CCC(Nc2nc(OC)nc(OC)n2)CC1
-3	0.4	6	5	1	2	-2	-6	-1	10	Cc1ccc(NNC(=O)c2ccno2)c(C)c1
3	1.6	-3	·	1	2	4	-2	·	-1	COc1ccc(S[C@]2(C(=O)N3CCOCC3)CC(=O)N(c3ccccc3)[C@@H]2c2ccc(OC)cc2)cc1
1	0.3	-2	-9	0	4	0	1	-1	-3	O=C(CN1CCOCC1)NNC(=S)Nc1ccccc1
5	0.9	-8	6	1	0	1	1	-5	1	Cc1ccnn1-c1ccc(C(=O)OCC(=O)Nc2ccc(F)cc2)cc1
1	0.6	3	7	0	1	-1	-8	2	-2	COc1ccc(C(=O)N(C)C2CCCN(Cc3ccccc3F)C2)cc1C (configuration not stated)
9	-0.7	0	10	3	1	0	0	-1	1	Cn1c(SCC(=O)c2ccc(F)cc2)ncc(C(=O)Nc2ccccc2)c1=O
-9	0.2	0	4	4	2	1	-6	-1	0	COc1cccc(C(=O)Nc2cc(NC(=O)c3cccs3)ccc2C)c1
4	0.4	-5	3	-2	0	1	-3	15	5	CCOC(=O)c1sc(NC(=O)c2cc(-c3ccc(C)cc3)nc3ccccc23)c(C#N)c1C
-2	0.3	2	7	9	-2	4	8	5	-2	CCOc1cccc(-c2nnc3sc(COc4ccc(Cl)cc4)nn23)c1
-1	0.1	-2	0	-2	1	-3	-12	3	-1	O=C(COC(=O)C1=COCCO1)Nc1ncc(Cl)cc1Cl
1	0.2	-3	·	-2	3	-2	4	·	0	COc1cc(C(=O)NC2CCCCN(Cc3cccc(C(F)(F)F)c3)C2=O)cc(OC)c1OC (configuration not stated)
-4	0.3	4	4	-1	-3	-1	0	-4	-2	Cc1ccc(NS(=O)(=O)c2ccc(-c3ccc(=O)[nH]n3)o2)c(C)c1
-3	0.1	-4	-6	0	1	-2	-7	-3	0	S=C1NCN(CCc2ccccc2)CN1Cc1ccccc1
6	-0.3	5	-2	3	4	-1	-3	-10	-3	Cc1ccccc1CS(=O)(=O)Cc1ccc(C(=O)NC2CCCCC2)o1
6	-0.4	0	-8	2	1	-5	-4	-20	-3	CCCNC(=O)CCn1c(=S)oc2ccccc21
6	0.2	-6	17	-1	-3	0	-4	1	-1	CCOC(=O)Cn1c(-c2cccnc2Cl)nc2cc(C)c(C)cc21
4	-0.3	0	-11	-1	1	-4	-4	1	2	O=C(NCc1ccccc1Cl)c1cc2ccccc2oc1=O
3	0.1	-9	0	2	0	-1	0	7	0	OCCNCCCOc1ccc(Cl)cc1Br
6	-0.5	-1	1	-2	5	-5	-4	4	1	S=C1NC2=C(C(c3ccc(Br)cc3)N1)N1CCC2CC1 (configuration not stated)
-13	-0.1	1	-1	-44	5	-5	-40	-3	0	O=C(/C(C=Nc1ccc(Br)cc1)=C(/O)c1ccco1)C(F)(F)F
-11	0.6	4	-11	-1	-7	5	-3	-3	-1	CC(C)(C)c1ccc(SC2=C[C@@]3(O)CC[C@@H](O)[C@@](Sc4ccc(C(C)(C)C)cc4)(C2=O)[C@H]3O)cc1
3	-0.3	-2	13	3	-5	0	-1	2	-5	O=C(NC1CCCCCCC1)c1cc(-c2ccccn2)nc2ccccc12
-8	0.2	1	·	-2	4	-3	0	·	-1	O=C(CSc1nnc(-c2cnccn2)n1-c1ccccc1)Nc1ccc2cn[nH]c2c1
4	-0.1	2	1	0	-1	-1	0	13	-3	COc1ccc(OC(C)C(=O)NCCC2=CCCCC2)cc1 (configuration not stated)
-1	-21	-5	11	i	-4	-249	i	4	1	COc1ccc(CCNC(=O)c2ccc3c(c2)N(Cc2ccc(F)cc2)CCS3)cc1OC
1	0.6	-2	-10	-2	2	-1	-5	16	0	CCN1CCN(c2ccc(Cl)cc2NC(=O)c2ccc(-n3nc(C)cc3C)cc2)CC1
2	0.1	0	6	3	1	1	2	12	2	O=C(NCCNS(=O)(=O)c1cccc(C(F)(F)F)c1)c1cc(OCC(F)(F)F)ccc1OCC(F)(F)F
1	0.6	2	4	2	2	1	-5	3	1	Cc1c(C)n(-c2ccc(Cl)cc2)c2ncnc(N)c12
1	0.4	-5	0	-2	9	-5	-6	-3	3	COc1ccc(-c2cn(CCC(=O)O)c(-c3ccc(Cl)nc3)n2)cc1
1	-0.4	-7	-1	-3	-2	0	-3	4	0	COC(=O)CN(C)C(=O)c1ccc(OC)c(OC2CCN(C(C)C)CC2)c1
-6	-9.9	-4	·	-16	2	-2	-34	·	-2	COC(=O)c1ccc(Cn2ccc3ccc(-c4ccc5ccn(C(=O)c6cccc(OC)c6)c5c4)cc32)cc1
6	0.3	-2	8	8	-3	2	3	7	0	COc1ccccc1NC(=O)CN(C)S(=O)(=O)c1ccc(F)cc1
3	-0.1	-1	-7	-1	-2	-2	1	0	-2	Cc1cc(-n2c(SCCC#N)nnc2-c2cccnc2)ccc1Cl
-2	0.5	-4	8	5	-2	2	0	-2	1	CC(C)(C)c1ccc(C(=O)NC(=O)COC(=O)CCS(=O)(=O)c2ccccc2)cc1
9	0.8	4	-12	0	-5	-1	3	9	-5	Cc1cccc(COCC(CC(C)C)N2CCN(C(=O)c3ccc(C(F)(F)F)cc3)CCC2=O)c1 (configuration not stated)
6	-0.1	0	7	0	5	-4	2	9	-1	Cn1c(/N=C/c2cccs2)nc2ccccc21
-7	-0.2	-2	-9	2	2	0	-1	1	2	O=C(CNC(=O)c1ccc(Br)cc1)NCC(=O)OCC(=O)c1ccc(F)cc1
2	-0.7	7	-6	1	-5	2	-2	-9	0	CC(Nc1ccc([N+](=O)[O-])cc1[N+](=O)[O-])c1ccccc1 (configuration not stated)
-1	2.9	1	-3	-174	-12	-189	-239	5	-9	Cc1cc(N2CCOCC2)nc2ccc(NC(=S)NC(C)C)cc12
-5	17*	-2	-8	i	-1	i	i	0	0	CCCc1cc(NCC2CCCO2)n2c(nc3ccccc32)c1C#N (configuration not stated)
-5	0.1	1	0	0	-4	5	7	-3	-4	COc1ccc(OCc2cccc(C(=O)NN)c2)cc1
-2	-0.1	5	2	-10	3	-34	-17	-1	-1	O=C(Nc1ncc2c(n1)-c1ccccc1OC2)c1ccc(Cl)cc1Cl
3	-0.1	-1	-6	-2	6	1	4	-1	1	COc1ccc(S(=O)(=O)Nc2nnc(C)s2)cc1
0	1.2	2	-4	-15	-1	-17	-20	-5	-4	c1cnc(N2CCN(Cc3ccc4c(c3)OCO4)CC2)cn1
-2	0.4	-7	-8	-1	0	0	7	11	0	CC(=O)c1ccccc1C(=O)N1CCC(CCC(=O)NCc2ccc(F)cc2)CC1
-1	-0.5	3	6	-1	5	-6	-9	5	2	O=C(CCN1CCN(S(=O)(=O)c2ccc(Br)cc2)CC1)Nc1ccccc1F
1	-0.1	1	9	-3	13*	-2	-2	10	11	Cc1ccc(CC(=O)Nc2nc3c(s2)CCCC3)cc1
6	0.1	3	-10	-1	-3	-2	1	-7	0	CCC(C)(C)NC(=O)C(c1cccn1C)N(C(=O)Cn1nnc2ccccc21)c1ccccc1OC (configuration not stated)

Structures from the list above with a thiophene ring, fused or not, in the order listed:
DDE Tn6 FP inh	KLK7 zymogen act	Tn7 DDE FP	ASAP1 inh	PLCg1 inh	MBD2 DNA inh	ADAM17 inh	PLC-beta3 inh	ARFGAP1 inhibitor	UHRF1 binding	SMILES
-5	0.3	-4	·	0	7	-1	1	·	0	Cc1ccsc1C=Nn1c(-c2n[nH]c3c2CCC3)n[nH]c1=S
4	-0.7	2	-10	-1	0	0	-2	10	-7	COc1ccc2c(Cl)c(-c3nnco3)sc2c1
-9	0.2	0	4	4	2	1	-6	-1	0	COc1cccc(C(=O)Nc2cc(NC(=O)c3cccs3)ccc2C)c1
4	0.4	-5	3	-2	0	1	-3	15	5	CCOC(=O)c1sc(NC(=O)c2cc(-c3ccc(C)cc3)nc3ccccc23)c(C#N)c1C
6	-0.1	0	7	0	5	-4	2	9	-1	Cn1c(/N=C/c2cccs2)nc2ccccc21

An unsorted share of the library; any-hit rate near 4.1%.
